# MEKK2 mut-MEK5 – signal of MEK5 binding to mutant human MEKK2 PB1 domain. bead flow cytometry, Alexa488-MEK5 binding to MEKK2 mutant. percent response, % at 10 µM. hit rate 0.35% among 290,000; in the data active = percent response above about 24%, passing the limit was not always enough; note: inactives centre near 1; some results filed as inactive read as strong as hits; reference of the scale not given here
# IDE cell inh – inhibitors of human insulin-degrading enzyme in cells; P14735; HEK cells, FAbetaB cleavage, fluorescence polarization; inhibition, % at 5.59 µM; hit rate 0.41% among 320,000; AID 434962;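 active = percent inhibition above the average of all tested compounds plus 3 SD, set per screening campaign, cut at about 16% in these data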;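 note: IDE supplied by intact live HEK cells; FP after avidin binding of uncleaved biotin substrate so inhibition keeps polarization high; 0% = DMSO wells and 100% = 60 µM reference IDE inhibitor Ii1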
# pCIP destab – lowers stability of the mouse p/CIP coactivator protein; F442A p/CIP-EGFP cells, EGFP fluorescence, 16 h; AID 1984; hit rate 0.01% among 290,000; decrease of EGFP signal, % at 10 µM;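 active = EGFP signal decrease of at least 30% at 10 µM or well 3 SD below plate mean, unless failing retest; inactive = the rest, including hits failing retest or dose response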; note: some compounds called inactive have numbers as strong as hits; many of its hits are not listed in these tables
# M18AAP inhibitor – blocks P. falciparum M18 aspartyl aminopeptidase; recombinant PfM18AAP, H-Glu-NHMec fluorogenic cleavage; inhibition, % at 7.35 µM; hit rate 1.2% among 290,000;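 active = inhibition above the campaign mean inhibition over all tested compounds plus 3 SD, cut at about 28% in these data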;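 note: 0% = plate median of test compound wells and 100% = 2 mM ZnCl2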
# SUMO HTRF inh – blocks human SUMOylation mediated by UBC9; P63279; HTRF SUMOylation assay, SAE1/SAE2 + UBC9, in vitro; inhibition, % at 35 µM; hit rate 0.36% among 290,000; AID 2006; in the data active = inhibition above about 50%, passing the limit was not always enough; note: strong numbers were not always called active
# Target sequence (P63279 whole entry, looked up): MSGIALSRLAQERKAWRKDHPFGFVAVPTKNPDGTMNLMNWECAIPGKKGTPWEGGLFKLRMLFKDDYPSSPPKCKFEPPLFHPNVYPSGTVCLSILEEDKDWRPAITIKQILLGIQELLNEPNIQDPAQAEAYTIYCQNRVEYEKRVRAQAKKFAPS
# NALP1 yeast inh – inhibitors of NALP1 inflammasome in yeast. AID 2071. inhibition, % at 10 µM. S. cerevisiae NALP1/ASC/caspase-1 growth, X-gal OD620, 72 h. hit rate 0.61% among 280,000; in the data active = inhibition mostly above about 24%, no sharp cut-off; inactive = mostly below about 32%; note: some compounds called inactive have numbers as strong as hits
# MEKK2wt PB1 HTS – raises or lowers MEK5 binding to wildtype human MEKK2 PB1 domain; Q9Y2U5; bead flow cytometry, Alexa488-MEK5 binding to MEKK2 WT; actives lie on both sides; binding response (% of control), % at 10 µM; hit rate 1.1% among 290,000; AID 1531; in the data active = binding response below about 67% or above about 130%
# IDE act – activators of human insulin-degrading enzyme in cells; P14735; HEK cells, FAbeta-B cleavage, fluorescence polarization; 0% vehicle, 100% cell-free pure enzyme wells; activation, % at 5.96 µM; hit rate 0.073% among 340,000; AID 493087;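 active = activation above the mean of all tested compounds plus 3 SD, set per screening campaign, cut at about 17% in these data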
# MEKK3 PB1 HTS – raises or lowers MEK5 binding to the human MEKK3 PB1 domain | bead-based flow cytometry, Alexa488-MEK5 binding to MEKK3; actives lie on both sides; 0 = blocked by unlabeled MEK5, 100 = vehicle | binding response (% of control), % at 10 µM | hit rate 1.4% among 290,000 | AID 1529;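 active = binding response more than 3 SD above or below the average of its plate-row segment, actives on both sides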;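 note: Alexa488 bead fluorescence after subtracting the streptavidin-only scavenger bead signal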
# Target sequence (Q99759 whole entry, looked up, the tested form may be a part): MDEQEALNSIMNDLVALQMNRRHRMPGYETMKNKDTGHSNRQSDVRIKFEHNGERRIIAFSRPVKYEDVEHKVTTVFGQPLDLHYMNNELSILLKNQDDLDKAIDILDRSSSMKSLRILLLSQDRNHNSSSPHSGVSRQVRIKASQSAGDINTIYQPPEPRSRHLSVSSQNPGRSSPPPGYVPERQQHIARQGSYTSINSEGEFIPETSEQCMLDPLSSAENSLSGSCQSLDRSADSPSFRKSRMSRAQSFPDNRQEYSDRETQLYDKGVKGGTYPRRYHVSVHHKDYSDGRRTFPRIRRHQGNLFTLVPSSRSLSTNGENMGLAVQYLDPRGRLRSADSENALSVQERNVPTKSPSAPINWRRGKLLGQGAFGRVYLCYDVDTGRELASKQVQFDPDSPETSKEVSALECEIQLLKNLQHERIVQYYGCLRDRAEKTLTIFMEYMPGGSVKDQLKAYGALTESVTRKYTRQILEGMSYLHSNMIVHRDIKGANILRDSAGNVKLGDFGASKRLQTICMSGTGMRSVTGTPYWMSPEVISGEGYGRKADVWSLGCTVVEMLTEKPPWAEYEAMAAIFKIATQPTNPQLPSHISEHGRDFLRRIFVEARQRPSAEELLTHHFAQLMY
# Numbers without * were called inactive; . = not tested or not shown.
SMILES,MEKK2 mut-MEK5,IDE cell inh,pCIP destab,M18AAP inhibitor,SUMO HTRF inh,NALP1 yeast inh,MEKK2wt PB1 HTS,IDE act,MEKK3 PB1 HTS
NC(=O)C1(NC(=O)[C@@H]2CC3(CC(c4cccc(NC(=O)[C@@H]5CCC(=O)N5)c4)=NO3)CN2C(=O)c2cnccn2)CC1 (stereo partly drawn),0,6,-25,8,30,-6,99,-4,99
Cc1ccc(NC(=O)Cn2nc(C)c(S(=O)(=O)N(C)C)c2C)cc1,-9,-5,-22,-3,-6,-1,89,4,76
Cc1cccc(C)c1OCC(=O)N=Nc1c(O)[nH]c2ccc(Br)cc12,.,1,-7,3,59*,-7,.,-6,.
COc1ccc(C)cc1S(=O)(=O)N1c2ccccc2CC1C (stereo not drawn),0,-4,-12,-6,-2,-15,98,4,99
Cc1cccc(NC(=O)N2CCCC2C(=O)Nc2ccccc2)c1 (stereo not drawn),4,-5,-5,4,10,6,96,-4,107
Cc1ccccc1CSc1nc2ccccc2c(=O)[nH]1,0,-1,0,2,4,34,100,5,108
Cn1c(SCC(=O)N2CCCC2)nnc1-c1ccc(S(=O)(=O)N2CCCC2)cc1,7,0,-6,-13,10,-4,101,4,98
Cc1ccc2c(C(=O)CN3CCCCC3CCO)c(C)[nH]c2c1 (stereo not drawn),0,3,-7,-8,15,-38,101,2,101
CCOc1ccccc1NC(=O)CCNC(=O)c1ccco1,1,-1,-1,-3,8,1,111,3,102
Cc1cnc(NC(=O)Cc2cccs2)s1,-15,-3,16,6,2,-1,86,5,92
COc1ccc(CCNc2nc(C)cc(=O)[nH]2)cc1OC,3,8,.,3,.,.,102,-6,106
COc1cc(C(=O)NCC(=O)N/N=C(\C)Cc2ccccc2)cc(OC)c1OC,3,0,2,-6,-3,23,104,-1,104
CCOc1ccc(NC(=O)C2CCC(CNc3c(N4CCOCC4)c(=O)c3=O)CC2)cc1 (stereo not drawn),8,0,2,8,14,20,110,2,115
Cc1[nH]c2ccccc2c1C1C(c2ccccc2)=NN=C(C(C)C)N1O (stereo not drawn),1,14,4,-23,-13,6,102,-1,98
COC(=O)Cn1c(=NC(=O)c2cc(OC)c(OC)c(OC)c2)sc2cc(OC)ccc21,-1,5,6,3,-3,24,100,3,100
Cn1cc(C(=O)NS(=O)(=O)Nc2ccc(Br)cc2)c2ccccc21,3,3,8,2,0,-2,104,3,102
N#Cc1ccc(-c2ccc(F)cc2)nc1SCC(=O)Nc1sc2c(c1C#N)CCC2,1,7,-4,3,0,-8,98,-1,106
CCOC(=O)c1c(C)nc2c(c(SC)nn2-c2ccccc2)c1N,1,4,-2,0,-8,24,102,6,105
Cc1ccc(/C=C/c2nc3ccccc3c(=O)n2CCc2ccccc2)cc1,0,1,-3,-1,5,22,106,2,126
CC(Sc1nncn1C)C(=O)Nc1nnc(C(C)C)s1 (stereo not drawn),13,-5,2,-2,10,.,114,0,111
CCCCOC(=O)CSc1nc2c(c(=O)[nH]c(=O)n2C)n1C/C=C(\C)Cl,7,9,-11,6,20,9,106,4,101
COC(=O)c1ccc(Nc2nc(N3CCOCC3)nc(N3CCOCC3)n2)cc1,4,3,-8,3,6,-2,106,4,102
Cc1nc2ccc(Cl)cc2c(-c2ccccc2Cl)c1CC(=O)O,-2,2,-6,5,-8,12,99,5,95
CCCOCCOC(=O)c1[nH]c2c(c1C)C(=O)CC(c1cc(OC)ccc1OC)C2 (stereo not drawn),2,3,-1,-4,-8,16,98,2,101
COc1cc(C(=O)NCCC(=O)NC(C)CCc2ccccc2)cc(OC)c1OC (stereo not drawn),6,10,0,1,.,-16,105,0,103
O=C(NCC1CCCC(CNC(=O)Nc2ccc(Cl)cn2)C1)Nc1ccc(Cl)cn1 (stereo not drawn),5,6,5,-2,-10,19,94,7,106
NC(=O)[C@H](Cc1cc2ccccc2s1)NC(=O)[C@@H]1CC2(CC(c3cccc(NC(=O)[C@@H]4CCC(=O)N4)c3)=NO2)CN1C(=O)/C=C/c1c(F)cccc1Cl (stereo partly drawn),3,4,3,-2,1,-12,106,-2,103
O=C(Oc1cccc(Br)c1)c1cccnc1,1,3,-1,10,-13,2,112,-1,115
CC(=O)c1cccc(OCCCOc2cccc3cccnc23)c1,1,1,-2,0,10,7,107,3,105
Cc1c(/C=N/NC(=O)C(C)(C)Oc2ccc(Cl)cc2)cnn1C,-3,1,2,-3,2,13,100,0,97
COc1cc(/C=C/C(=O)O)cc(S(=O)(=O)NC2CCCC2)c1OC,9,-18,4,2,-22,.,111,6,107
CCCc1nc2c([nH]1)C(c1cccnc1)C(C#N)=C(N)O2 (stereo not drawn),5,9,-6,4,12,26,104,-5,109
COc1ccccc1NC1=C(Cl)C(=O)N(C2CCCCC2)C1=O,.,3,-4,6,10,-15,.,1,.
COc1ccccc1N1CCN(C2CCN(S(=O)(=O)c3ccc4ccccc4c3)CC2)CC1,3,-8,1,6,-8,10,145*,2,103
Cc1c(C(=O)Nc2ccccc2F)sc2ncn(CC(=O)N3CCOCC3)c(=O)c12,-1,3,-12,-2,-3,1,101,3,104
CC(C)C(c1nnnn1C1CCCC1)N1c2ccccc2CC1C (stereo not drawn),-4,5,-12,-3,-5,16,95,6,96
CC1(C)CCC(=O)N2CC[C@H]3C[C@H](OC(=O)Nc4ccc(Br)cc4)C[C@@H]1[C@H]32,-2,7,-2,-3,5,26,99,4,100
CC1=NN(C(N)=S)C(=O)C1N=Nc1ccc(Cl)cc1Cl (stereo not drawn),-3,.,0,-6,-4,17,98,2,96
c1ccc(N2CCN(c3cnc4ccccc4n3)CC2)cc1,4,3,-9,1,3,39*,102,-6,104
O=C(CSC(=S)N1CCCCC1)Nc1nc(-c2ccccc2)c(-c2ccccc2)o1,-3,3,4,-5,4,5,91,-1,99
CCOC(=O)C1=c2/c(=C/c3ccncc3)c(N)c(C(=O)OC)n2C(=O)C(c2ccncc2)S1 (stereo not drawn),-29,-1,-5,4,6,4,58,0,58
Cc1cccc(CNC(=O)CC2C(=O)NCCN2C2CCCC2)c1 (stereo not drawn),5,-2,-9,-1,10,-4,100,-3,101
CC(CC(=O)NC(C)c1ccc2c(c1)OCCO2)c1ccccc1 (stereo not drawn),0,4,-6,0,-19,26,115,-6,114
CNC(=O)/C=C/c1cc(C(=O)c2ccc(Cl)cc2Cl)cn1C,2,0,-1,2,11,1,97,2,100
Cc1ccc(CNCC2CCCO2)o1 (stereo not drawn),2,1,-13,-4,11,-15,103,7,104
Cc1cccc(OCCCCNCc2ccccc2)c1,-20,2,-2,-10,5,10,92,2,78
COc1ccc2c(c1)c(C(=O)N/N=C/c1cn(C)c3ccccc13)c(C)n2C,-2,2,-6,-6,3,.,96,-2,98
S=C(Nc1ccc(CN2CCCCC2)cc1)Nc1cccc(Cl)c1Cl,10,-1,-6,4,5,-4,127,-4,101
O=C(Nc1nc(-c2ccc(Cl)s2)cs1)c1ccncc1,3,3,23,7,22,8,100,-6,98
Cn1c(=O)c2c(nc(CN3CCN(C(=O)c4ccco4)CC3)n2Cc2cccc(Cl)c2)n(C)c1=O,-3,-6,-10,1,2,12,100,-10,99

# Reprinted from the part before: 4 entries; new compounds follow.
SMILES,MEKK2 mut-MEK5,IDE cell inh,pCIP destab,M18AAP inhibitor,SUMO HTRF inh,NALP1 yeast inh,MEKK2wt PB1 HTS,IDE act,MEKK3 PB1 HTS
COc1ccc2c(c1)c(C(=O)N/N=C/c1cn(C)c3ccccc13)c(C)n2C,-2,2,-6,-6,3,.,96,-2,98
S=C(Nc1ccc(CN2CCCCC2)cc1)Nc1cccc(Cl)c1Cl,10,-1,-6,4,5,-4,127,-4,101
O=C(Nc1nc(-c2ccc(Cl)s2)cs1)c1ccncc1,3,3,23,7,22,8,100,-6,98
Cn1c(=O)c2c(nc(CN3CCN(C(=O)c4ccco4)CC3)n2Cc2cccc(Cl)c2)n(C)c1=O,-3,-6,-10,1,2,12,100,-10,99
CCCOC(=O)Cc1c(O)c2ccccc2[nH]c1=O,4,2,-7,-9,15,16,101,-4,101
CC1c2ccccc2SC(CCCN(C)C)c2ccccc21 (stereo not drawn),-2,-1,-10,-5,1,21,103,-3,93
Nc1nc(-c2ccc([N+](=O)[O-])cc2)c(C(=O)Nc2ccc(Cl)cc2)s1,-6,-1,-7,0,9,-6,98,6,99
O=C(CCC1CCN(C(=O)c2ccccc2Cl)CC1)NCc1ccc(F)cc1,0,3,-2,3,-3,0,103,1,100
Cc1ccc(S(=O)(=O)Cc2ccc(C(=O)N3CCCC3)o2)cc1,7,6,-9,-3,-11,0,114,6,111
Fc1ccc(Cn2nnc(-c3ccc(Cl)cc3)n2)cc1,0,-1,7,1,-9,13,103,-1,102
COc1ccccc1C(O)c1nccn1C (stereo not drawn),-3,2,6,-2,-13,.,95,7,93
O=C(Nc1sc2c(c1C(=O)O)CCC2)c1cccc(Cl)c1,4,-1,-10,-2,10,4,103,2,103
COc1ccc(S(=O)(=O)NCC2CCCN(Cc3ccccc3C)C2)cc1 (stereo not drawn),2,-1,-9,-2,16,10,104,0,105
Cc1ccc(C(=O)N/N=C(/CC(=O)c2cccs2)C(F)(F)F)cc1,-1,1,5,6,0,8,87,-4,102
Cc1cc(=O)n2c(-c3ccccc3C)n[nH]c2n1,-16,2,-6,-1,15,8,90,3,83
CCOC(=O)c1cc(/C(C)=N/OC(=O)c2ccc(C(C)(C)C)cc2)on1,-10,1,-2,1,3,8,97,6,99
CCOc1ccccc1Nc1nnc(SCc2nnc(-c3cc(OC)c(OC)c(OC)c3)o2)s1,-1,1,-11,-5,-4,7,93,1,91
COc1ccc(CC2(CO)CCN(CC3=CC[C@H]4C[C@@H]3C4(C)C)CC2)cc1,-9,10,-13,5,3,15,109,9,101
CCOc1cc(CNc2ccc(N(C)C)cc2)cc(Br)c1OCC(=O)NC(C)(C)C,1,0,-22,21,-95,43,104,6,101
CCCCC(=O)Nc1ccc(N2CCN(S(C)(=O)=O)CC2)cc1,1,3,-4,-5,-4,5,103,7,101
COc1ccc(/C(C)=N/NC(=O)CNC(=O)/C=C\c2ccccc2)c(OC)c1,-4,7,-3,-11,9,12,101,2,103
COc1ccc(C(=O)Nc2ccc(NC(=O)C(C)C)nc2)cc1,-11,-8,-12,-17,-6,-10,88,-1,95
COC(=O)c1ccc(CNC(=O)CSc2nc3sc(C)c(C)c3c(=O)n2C)o1,6,5,-2,-8,2,5,112,-3,108
Cc1ccc(Cc2nnc3n(-c4cccc(C)c4)nc(C(=O)c4ccccc4)n3c2=O)cc1,3,1,-6,8,-13,0,87,-2,102
COc1cc(/C=N/N(C)c2ccccc2)ccc1O,-2,2,-3,22,0,7,102,-1,97
CCS(=O)(=O)c1nc(S(=O)(=O)c2ccc(C)cc2)c(NCCCn2ccnc2)s1,1,-2,-8,3,-4,7,104,2,100
Cc1ccc(NC(=O)C2(N(C(=O)Cn3nnnc3N)c3ccc(C)cc3)CCCCC2)cc1,2,0,-10,7,10,7,98,2,98
COc1ccccc1Cn1c(=O)c2ccccc2n2c(Sc3ncnc4sccc34)nnc12,2,5,5,-11,-47,13,103,-3,115
O=C(O)c1cccnc1Sc1ccccc1Cl,9,5,11,12,7,-7,29*,6,97
CCOc1cc(CN2CCN(c3cccc(C(F)(F)F)c3)CC2)ccc1OC,0,4,-16,11,8,-14,104,-1,103

# High-throughput results deposited in PubChem BioAssay by several laboratories.

# A portion of the library, so the mix of outcomes need not match the whole.
